Screening data deposited in PubChem BioAssay by several laboratories.
ABCB1 block – blocks JC-1 efflux by human ABCB1 transporter; inhibition, % at 6.6 µM; P08183; CCRF-Adr cells, flow cytometry; 190,000 compounds, 0.067% hits; in the data active means inhibition above about 40%;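 further: 0% = vehicle and 100% = reference inhibitor; higher value means more JC-1 retained so stronger ABCB1 efflux block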
RGS7-Gao reg – human RGS7-Galphao interaction regulation; P09471; Multiplexed bead flow cytometry, RGS7-Galphao binding; actives lie on both sides; binding response (% of control), % at 10 µM; 220,000 compounds, 0.35% hits; in the data active means binding response below about 49% or above about 150%; inconclusive means no clear call, values can overlap the other calls; inactive means in between;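 further: fluorescent Galphao held in activated GDP-AlF4 state binding bead-coupled RGS7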
Target sequence (P09471 whole entry, looked up): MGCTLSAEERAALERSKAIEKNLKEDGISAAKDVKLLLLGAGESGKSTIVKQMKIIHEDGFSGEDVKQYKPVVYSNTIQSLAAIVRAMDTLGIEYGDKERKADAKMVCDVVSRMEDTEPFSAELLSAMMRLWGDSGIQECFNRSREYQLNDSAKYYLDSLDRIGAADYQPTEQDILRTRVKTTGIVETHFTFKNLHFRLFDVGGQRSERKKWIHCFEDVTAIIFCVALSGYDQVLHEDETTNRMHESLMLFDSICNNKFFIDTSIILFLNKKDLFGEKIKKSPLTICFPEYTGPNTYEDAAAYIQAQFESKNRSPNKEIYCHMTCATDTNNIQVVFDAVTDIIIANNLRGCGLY
Pf gamet viab – kills late stage P. falciparum gametocytes; P. falciparum stage V gametocytes, ATP luminescence, 24 h; inhibition, % at 10.9 µM; AID 743093; 150,000 compounds, 0.065% hits;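 active means inhibition above the mean plus 3 SD of compounds within the control limits, set per campaign, cut at about 38% in these data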;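 further: 0% = DMSO wells and 100% = medium only without gametocytes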
Mcl1-Noxa inh – Mcl-1/Noxa interaction inhibition; inhibition, % at 21.7 µM; 220,000 compounds, 1.5% hits; TR-FRET Mcl-1/Noxa peptide binding, 2 h; Q07820;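 active means compounds that cut the protein-peptide binding signal by more than 50% relative to plate controls in a single-dose test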;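 further: His-tagged Mcl-1 with rhodamine Noxa BH3 peptide and terbium anti-His antibody; 0% = Mcl-1 plus Noxa peptide wells and 100% = peptide-only wells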
Target sequence (Q07820 whole entry, looked up): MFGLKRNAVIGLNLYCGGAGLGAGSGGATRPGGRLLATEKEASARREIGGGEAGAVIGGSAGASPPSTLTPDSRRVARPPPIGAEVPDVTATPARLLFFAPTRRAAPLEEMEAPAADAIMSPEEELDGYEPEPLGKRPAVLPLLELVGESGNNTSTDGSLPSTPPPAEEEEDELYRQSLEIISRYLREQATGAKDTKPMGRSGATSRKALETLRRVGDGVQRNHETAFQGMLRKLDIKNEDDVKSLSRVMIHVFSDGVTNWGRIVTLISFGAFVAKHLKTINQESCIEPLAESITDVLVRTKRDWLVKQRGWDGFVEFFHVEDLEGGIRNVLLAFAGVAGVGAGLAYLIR
ABCG2 inh – inhibitors of human ABCG2 transporter, ABCB1 counter-screen; Q9UNQ0; IgMXP3 cells, JC-1 efflux, flow cytometry; inhibition, % at 6.6 µM; 190,000 compounds, 0.1% hits; AID 1325;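 active means inhibition above 80%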;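 further: 0% = DMSO and 100% = nicardipine control wells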
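Assay system – ABCG2 IgMXP3 and barcoded ABCB1 CCRF-Adr cell mix · Input – 3 million cells/mL in well · Reagent – JC-1 fluorescent substrate · Compound – single test compound dose, 6.6 µM final · Timing – 10 min exposure at 25 °C with rotation, no wash · Detection – flow cytometry of retained JC-1 fluorescence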
GSH bead fluor – compound fluoresces at 488/530 nm on GSH beads | GSH beads flow cytometry, compound fluorescence 488/530 nm; stronger effect = higher value | fluorescence (KMESF) at 10 µM | 190,000 compounds, 0.25% hits | AID 1776; in the data active means fluorescence above about 89;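 further: glutathione beads carrying GST-tagged Bcl family fusion proteins plus one bare bead set; values are compound well signal with DMSO vehicle wells as background; inactives centre near 16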
Mcl-1 Bim block – inhibitors of Bim-Mcl-1 interaction, human; Q07820; Bead-based flow cytometry, Bim peptide-Mcl-1 binding; inhibition, % at 10 µM; 190,000 compounds, 0.1% hits; AID 1009; in the data active means inhibition above about 40%;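 further: 0% = no compound tracer wells and 100% = peptide blocker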
RGS8-Gao – regulators of human RGS8-Galphao interaction; P09471; multiplexed bead flow cytometry, RGS8-Galphao binding; actives lie on both sides; response (percent of control binding), % at 10 µM; 220,000 compounds, 0.34% hits; AID 1423; in the data active means response below about 60% or above about 140%; inactive means in between;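 further: Galphao activated as the GDP aluminium fluoride complex binding bead-coupled RGS8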
RGS4-Gao reg – human RGS4-Galphao interaction regulation; Multiplexed bead flow cytometry, RGS4-Galphao binding; actives lie on both sides; binding response (% of control), % at 10 µM; 220,000 compounds, 0.33% hits; in the data active means binding response below about 49% or above about 150%; inactive means in between;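 further: fluorescent Galphao activated with aluminum fluoride binding bead-coupled RGS4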
Mcl1 Bid PPI – disrupts binding of human Mcl-1 to Bid peptide | Q07820 | TR-FRET Mcl-1/Bid-Dy647 peptide binding, 1536-well | inhibition, % at 21.7 µM | 220,000 compounds, 0.97% hits;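 active means compounds that cut the binding signal by more than half at the single screening dose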;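 further: His-tagged Mcl-1 with europium anti-His antibody binding Bid BH3 peptide; 0% = Mcl-1 plus peptide wells and 100% = peptide-only wells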
Avidin fluor – avidin bead compound fluorescence profile; Avidin beads, compound fluorescence 488/530 nm, flow cytometry; stronger effect = higher value; fluorescence (KMESF) at 10 µM; 220,000 compounds, 0.38% hits; AID 1775; in the data active means fluorescence above about 47; further: inactives centre near 10
Starred values were filed as active, the others as inactive; i = inactive; ? = inconclusive; . = no result given; & = joins results of further samples.

No.	SMILES	ABCB1 block	RGS7-Gao reg	Pf gamet viab	Mcl1-Noxa inh	ABCG2 inh	GSH bead fluor	Mcl-1 Bim block	RGS8-Gao	RGS4-Gao reg	Mcl1 Bid PPI	Avidin fluor
1	COC(=O)[C@@H]1C2CCC(C(=O)Nc3ccccc3)(CC2)[C@@H]1C(=O)OC	0.2	96	-15	18	1	29	0	98	96	34	13
2	CCOC(=O)Cn1nnnc1C(CC)N(Cc1cccs1)Cc1cc2ccc(OC)cc2[nH]c1=O (stereo unspecified)	1.0	101	.	3	7	23	-2	101	103	-9	4
3	O=C(NC1=NCCS1)C1CC(=O)N(c2ccccc2)C1 (stereo unspecified)	-0.1	98	.	-5	1	26	-1	103	96	-18	10
4	COc1ccc(C2N=C(Nc3ccc(C)cc3)Nc3nc(C)cc(=O)n32)cc1 (stereo unspecified)	1.1	97	2	6	3	27	0	101	98	0	9
5	Cc1cccc(NC(=O)CC2Nc3cccc4cccc(c34)NC2=O)c1 (stereo unspecified)	0.5	101	.	6	3	27	-3	102	99	-53	7
6	Cc1c(O)c2ccccc2oc1=O	.	?	6	7	.	.	.	97	99	-40	7
7	CN(C)c1ccc(/C=N/NC(=O)CCc2nc3ccccc3[nH]2)cc1	.	?	-3	-2	.	.	.	101	101	-45	6
8	COc1cccc(C(=O)N2CCC(N3CC(C)OC(C)C3)CC2)c1 (stereo unspecified)	.	101	.	27	-3	11	-3	104	100	37	5
9	Cc1ccccc1-n1nc(C)c2cc(C(=O)N3CCN(S(=O)(=O)c4ccc(Cl)cc4)CC3)sc21	2.9	101	.	-11	4	15	-5	104	100	-1	11
10	COc1cccc(C(=O)OCn2nnc3ccccc3c2=O)c1	0.3	104	-14	-1	1	29	0	100	103	-14	11
11	C/C(=N\NC(=S)Nc1ccc(F)cc1)C1CC1	0.4	100	-2	-65	3	10	-1	97	103	-110	19
12	CCOC(=O)c1c(NC(=O)c2cc(CC(C)C)on2)sc(C(C)=O)c1C	1.2	106	.	16	4	23	-1	103	105	-4	5
13	COc1cc(-c2nc3oc4ccccc4c(=O)c3c(=O)n2Cc2ccco2)cc(OC)c1OC	4.5	138	.	14	8	21	1	91	103	-8	49*
14	Fc1ccccc1-n1[nH]nnc1=S	0.1	105	.	6	1	22	-6	101	102	-7	12
15	CCCCc1ncc(CN2CCN(Cc3ccc(C)cc3)C(CCO)C2)[nH]1 (stereo unspecified)	1.0	95	-11	21	1	13	0	94	93	-39	4
16	Cc1cc(C(=O)N/N=C/c2cc(Br)ccc2OC(=O)c2ccc(Br)cc2)n[nH]1	-0.1	98	.	-101	0	18	i	101	97	45	16
17	CC(C)(C)C1CCc2nc(NC(=O)Cc3cn4ccsc4n3)sc2C1 (stereo unspecified)	0.8	98	.	-13	4	37	-3	101	102	0	8
18	CC(=O)c1cccc(NC(=O)Nc2cccs2)c1	0.0	102	.	3	1	12	-5	98	99	-21	8
19	Cc1cc(Cl)c(OCCCCNC(C)(C)C)c(Br)c1	1.9	103	.	2	10	9	2	106	107	13	14
20	CC(Nc1cc(=O)n(C)c(=O)[nH]1)c1ccccc1 (stereo unspecified)	-0.7	96	-9	-3	-4	36	-1	104	99	-37	12
21	O=c1n(-c2ccccc2)c(=O)n(Cc2ccccn2)n1Cc1ccccn1	0.2	90	10	4	0	35	0	92	90	3	7
22	CCOC(=O)CSc1nc(N)cc(=O)[nH]1	0.4	98	-8	13	4	79	0	99	100	-51	12
23	COc1ccc(C(=O)Nc2cnc3sc(C)nn3c2=O)cc1	-0.5	101	26	-3	-1	10	-1	101	102	-10	10
24	c1cncc(-c2nnc(SCc3nc4ccccc4[nH]3)o2)c1	0.2	93	-9	-1	2	31	0	98	97	-10	16
25	CCOC(=O)C1=C(C)NC(=O)NC1c1c(O)ccc2ccccc12 (stereo unspecified)	0.0	99	.	-10	0	20	-6	97	98	-9	5
26	CCC(=O)Nc1ccc(S(=O)(=O)c2ccc(NC(=O)CC)cc2)cc1	0.8	100	.	-10	1	18	1	102	98	-4	25
27	O=C(/C=C/c1cccs1)N1CCN(c2ccccc2)CC1	0.4	95	-14	7	8	10	0	101	100	-23	11
28	COc1ccc(NC(=O)COC(C)=O)cc1OC	0.6	101	3	-16	1	16	0	98	99	-8	9
29	CCOC(=O)CNC(=O)c1ccc(C)cc1	0.3	100	-29	-5	1	53	1	105	102	7	7
30	COc1ccc(CCN2C(=O)CSC2c2ccc(OC)c(OC)c2)cc1OC (stereo unspecified)	0.2	103	-15	7	-1	8	0	104	101	-7	9

New compounds follow:
Abbreviations: A = ABCB1 block; B = RGS7-Gao reg; C = Pf gamet viab; D = Mcl1-Noxa inh; E = ABCG2 inh; F = GSH bead fluor; G = Mcl-1 Bim block; H = RGS8-Gao; I = RGS4-Gao reg; J = Mcl1 Bid PPI; K = Avidin fluor
[31] COc1ccc2c(=O)c3c(=O)n(-c4ccccc4)c(-c4ccco4)nc3oc2c1
  A: -0.5	B: 94	C: 0	D: 34	E: 5	F: 11	G: -1	H: 98	I: 96	J: -7	K: 4

[32] CC(C(=O)Nc1ccc(C#N)cc1)N(C)CC(=O)Nc1cccc(F)c1 (stereo unspecified)
  A: 1.0	B: ?	C: 3	D: 21	E: 5	F: 14	G: -1	H: 100	I: 99	J: -8	K: 9

[33] Cc1cc(OCC(=O)O/N=C(\N)c2ccccc2)ccc1Cl
  A: -0.3	B: 99	C: 3	D: 21	E: -2	F: 24	G: -2	H: 102	I: 98	J: -18	K: 15

[34] CN(C)c1ccnc2c[cH-]cc12.[Fe].c1ccc(-[c-]2[c-](-c3ccccc3)[c-](-c3ccccc3)[c-](-c3ccccc3)[c-]2-c2ccccc2)cc1 (stereo unspecified)
  A: .	B: ?	C: 11&-16	D: 30&9	E: .	F: .	G: .	H: 101&103	I: 93&105	J: -14&-16	K: 14&12

[35] COc1ccccc1N1CCN(C(=O)CSc2ncnc3scc(-c4ccccc4)c23)CC1
  A: 2.5	B: 128	C: .	D: -31	E: 4	F: 14	G: 3	H: 103	I: 104	J: -78	K: 44

[36] Cc1ccc(N(CCC#N)C(=O)CSc2ccc3c(c2)OCCO3)cc1
  A: 0.6	B: 98	C: .	D: 21	E: 2	F: 19	G: 0	H: 97	I: 96	J: -9	K: 29

[37] O=C(Cc1ccc(Br)cc1)NCCc1ccc(Cl)cc1Cl
  A: 0.7	B: 92	C: .	D: 13	E: 11	F: 17	G: -1	H: 99	I: 96	J: -15	K: 7

[38] Nc1cccc2c1C(=O)N(CC(=O)NC13CC4CC(CC(C4)C1)C3)C2=O
  A: 0.5	B: 101	C: -4	D: 22	E: 2	F: 17	G: -2	H: 98	I: 104	J: -23	K: 11

[39] C=CCN1C(=O)S/C(=C/c2ccc(Sc3nc4ccccc4[nH]3)o2)C1=O
  A: 5.0	B: 96	C: -13	D: 20	E: 8	F: 4	G: -1	H: 92	I: 95	J: -34	K: 10

[40] CN1/C(=C\C(=O)c2ccco2)c2ccccc2CC1(C)C
  A: 0.2	B: 101	C: .	D: -8	E: 2	F: 5	G: 1	H: 100	I: 99	J: -68	K: 7

[41] COc1ccc(/C=C(\C#N)C(=O)OCC(=O)Nc2c(C)cccc2C(C)C)cc1
  A: 0.3	B: 100	C: .	D: 12	E: 2	F: 10	G: -3	H: 101	I: 101	J: -2	K: 7

[42] CC(C)(C)c1ccc(/C=N/Nc2ccc(C(=O)O)cc2)cc1
  A: -0.3	B: 99	C: -11	D: 40	E: -1	F: 6	G: 0	H: 102	I: 98	J: -37	K: 3

[43] CCCn1ccc(O)c(Cc2ccc(Cl)cc2)c1=O
  A: 0.5	B: 91	C: -14	D: 10	E: 0	F: 15	G: 0	H: 103	I: 94	J: -17	K: 8

[44] CN1CCN(CC(=O)Nc2ccc([N+](=O)[O-])cc2Br)CC1
  A: 0.2	B: 113	C: -2	D: 18	E: 2	F: 21	G: -1	H: 107	I: 106	J: -23	K: 5

Rewritten with two lines to a compound: part of the list above.
Under each structure – ABCB1 block, RGS7-Gao reg, Pf gamet viab, Mcl1-Noxa inh, ABCG2 inh, GSH bead fluor, Mcl-1 Bim block, RGS8-Gao, RGS4-Gao reg, Mcl1 Bid PPI, Avidin fluor
33: Cc1cc(OCC(=O)O/N=C(\N)c2ccccc2)ccc1Cl
    -0.3, 99, 3, 21, -2, 24, -2, 102, 98, -18, 15
34: CN(C)c1ccnc2c[cH-]cc12.[Fe].c1ccc(-[c-]2[c-](-c3ccccc3)[c-](-c3ccccc3)[c-](-c3ccccc3)[c-]2-c2ccccc2)cc1 (stereo unspecified)
    ., ?, 11&-16, 30&9, ., ., ., 101&103, 93&105, -14&-16, 14&12
35: COc1ccccc1N1CCN(C(=O)CSc2ncnc3scc(-c4ccccc4)c23)CC1
    2.5, 128, ., -31, 4, 14, 3, 103, 104, -78, 44
36: Cc1ccc(N(CCC#N)C(=O)CSc2ccc3c(c2)OCCO3)cc1
    0.6, 98, ., 21, 2, 19, 0, 97, 96, -9, 29
37: O=C(Cc1ccc(Br)cc1)NCCc1ccc(Cl)cc1Cl
    0.7, 92, ., 13, 11, 17, -1, 99, 96, -15, 7
38: Nc1cccc2c1C(=O)N(CC(=O)NC13CC4CC(CC(C4)C1)C3)C2=O
    0.5, 101, -4, 22, 2, 17, -2, 98, 104, -23, 11
39: C=CCN1C(=O)S/C(=C/c2ccc(Sc3nc4ccccc4[nH]3)o2)C1=O
    5.0, 96, -13, 20, 8, 4, -1, 92, 95, -34, 10
40: CN1/C(=C\C(=O)c2ccco2)c2ccccc2CC1(C)C
    0.2, 101, ., -8, 2, 5, 1, 100, 99, -68, 7
41: COc1ccc(/C=C(\C#N)C(=O)OCC(=O)Nc2c(C)cccc2C(C)C)cc1
    0.3, 100, ., 12, 2, 10, -3, 101, 101, -2, 7
42: CC(C)(C)c1ccc(/C=N/Nc2ccc(C(=O)O)cc2)cc1
    -0.3, 99, -11, 40, -1, 6, 0, 102, 98, -37, 3
43: CCCn1ccc(O)c(Cc2ccc(Cl)cc2)c1=O
    0.5, 91, -14, 10, 0, 15, 0, 103, 94, -17, 8
